# High-throughput results as filed in PubChem BioAssay.
# Growth percent in the NCI-60 one-dose screen (48 h, 10 µM unless noted): 100 = growth as untreated, 0 = no growth, -100 = all killed.
# SK-MEL-2 – SK-MEL-2 melanoma. 4.7% of 77,000 active. AID 1794763
# UACC-62 – UACC-62 melanoma. AID 1794756. 5.4% of 81,000 active
# MALME-3M – MALME-3M melanoma | 5.8% of 78,000 active
# SK-MEL-5 – SK-MEL-5 melanoma; 6.4% of 80,000 active; AID 1794755
# MDA-MB-435 – MDA-MB-435 melanoma; 7.8% of 82,000 active; AID 1794794
# M14 – M14 melanoma; 6.2% of 80,000 active
# UACC-257 – UACC-257 melanoma. 4.4% of 78,000 active
# SK-MEL-28 – SK-MEL-28 melanoma; 4.1% of 81,000 active; AID 1794761
# Active calls of the source: *; · = not tested or not shown; & = joins results of further samples; ! = not active in a repeat. The calls were made as follows: active = growth percent below 10; inactive = the rest.
SMILES,SK-MEL-2,UACC-62,MALME-3M,SK-MEL-5,MDA-MB-435,M14,UACC-257,SK-MEL-28
Cc1cc(C)c(C#N)c(OCC#N)n1,120,90,109,101,107,113,110,102
Cc1cc(C)c2nc3c(c(C(O)C4CCCCN4)c2c1)CC/C3=C\c1ccc(Cl)cc1 (centres undefined),90,86,90,90,104,91,89,104
COc1ccc(-n2c(=S)sc3c(=O)[nH]c(C)nc32)c(OC)c1,93,89,117,98,99,101,91,105
O=C1/C(=C/c2cc3cc4c(cc3nc2Cl)OCO4)SC(=S)N1Cc1ccco1,101,78,90,94,86,87,92,107
O=C(O)c1c2cc(Br)ccc2nc2[nH]c(=O)[nH]c(=O)c12,101,98,·,111,106,98,93,104
N#CC(=S)Nc1ccc(Cl)c(Cl)c1,-26*,5.7*,-13*,-62*,6.5*,26,-6.4*,25
O=C(O)/C=C/C(=O)Nc1ccc(Oc2ccc(Cl)cc2)cc1,109,102,111,105,108,100,105,108
O=c1[nH]c(-c2cccnc2)nc2sc3c(c12)CCCCCC3,87,106,96,103,109,98,106,113
CN1C(=O)N(C)C2C1NC(=O)N2CC(=O)Nc1ccccc1O (centres undefined),103,94,97,100,105,100,110,114
C[C@@H]1O[C@H]1P(=O)(O)O,92,108,·,106,99,99,104,114
CN(C)c1ccc(/C=C(\C#N)c2ccccc2)cc1,-36*!,22&22&33,57&51&54,19&26&32,-26*,24&30&19,57&67&20,65&71&98
CC[P+](CC)(CC)c1ccccc1,124,99,107,100,101,121,·,103
COc1cc(/C=C2\C(=O)Nc3ccc(N(C)C)cc32)cc(OC)c1OC,61,-0.4*,37,21,-38*,-3.9*,-11*,43
COc1cc(CNS(=O)(=O)c2ccc(C)cc2)ccc1OCc1cn(-c2cccc(C(F)(F)F)c2)nn1,102,90,93,100,98,100,114,99
Cc1cc(=O)oc2cc(OCCCOc3ccc(/C=C/C(=O)Nc4ccc(Cl)cc4)cc3)ccc12,80,76,57,56,61,74,82,76
O=C(Cc1ccc(/C=C/C(=O)c2ncc[nH]2)cc1)Nc1ccccc1,83,68,98,·,57,74,97,99
NS(=O)(=O)c1ccc(N2N=C(c3ccc(-c4ccccc4)cc3)CC2c2ccc(Cl)cc2)cc1 (centres undefined),95,51,106,87,77,98,92,97
C=CCSc1nnc(-c2ccc(-c3nc4ccccc4[nH]3)cc2)o1,95,74,77,51,79,74,88,86
CN1C(=O)/C(=C/c2ccc(C(=O)O)cc2)S/C1=N/c1nccs1,109,89,114,89,101,118,114,109
CCCCCCCCN=C(NCCCCCCCC)SCc1cccc2ccccc12,-90*,-82*,-44*,-95*,-96*,-87*,-78*,-88*
Nc1nc(Nc2cccc(F)c2)c2c(n1)C(=O)NCC2,96,102,100,110,108,103,98,112
NS(=O)(=O)c1ccc(C(=O)N=Nc2c(O)[nH]c3ccc(F)cc23)cc1,102,104,99,102,101,99,102,102
N=C(N)c1ccc(-c2ccc(-c3ccc(F)cc3)s2)nc1,101,96,90,77,70,76,93,102
COc1ccccc1C1CC(c2ccccc2)=NN1C(=O)c1ccc(S(N)(=O)=O)cc1 (centres undefined),99,87,93,98,101,91,103,104
CCOC(=O)NNc1cccc(Cl)c1,116,84,94,101,107,104,103,109
N=S(=O)(NC(=O)c1ccc(Cl)cc1)c1ccc(Cl)cc1 (centres undefined),120,105,·,102,86,106,95,101
O=C1OC(O)c2cccc3cccc1c23 (centres undefined),91&114,106&100,92&107,106&106,109&103,100&110,94&101,100&96
O=C(CN1C(=O)NC(c2ccccc2)(c2ccccc2)C1=O)c1ccc(F)cc1,107,94,113,94,98,92,111,102
c1ccc(-c2noc(CSc3nc4ccccc4s3)n2)cc1,100,87,96,100,102,96,107,101
CCCCCCCCCCCCCCCC(=O)OCCCCCCCCCC,133,116,119,114,107,116,113,118
O=C(Cn1c(=O)sc2ccccc21)NNS(=O)(=O)c1ccccc1,102,109,104,102,109,103,109,117
COc1cccc(CCC(=O)c2cc3c(N)c(C(=O)Nc4cccc(Cl)c4C)sc3nc2C)c1,37,27,41,3.6*,-55*,16,65,45
CCCc1ccc(-c2cc(/C=N\O)no2)cc1,100,95,85,97,97,96,94,105
Cc1nnc(-c2ccc3c(c2)nc(/C=C/c2ccccc2)n3C2CCCCC2)o1,82,62,95,71,84,74,77,72
COc1cc(Cn2cc(C(=O)Nc3cccnc3Nc3ccc(F)cc3)nn2)cc(OC)c1OC,119,93,112,97,104,106,97,118
C[C@@H](NC(=O)[C@@H](CC(=O)N1CCC(N2CCCCC2)CC1)N1C(=O)[C@@H](N2C(=O)OC[C@@H]2c2ccccc2)[C@H]1/C=C/c1cccc(Cl)c1)c1ccccc1,97,89,-34*,-89*,1.1*,-47*,57,-29*

# Ordered by heavy-atom count (low to high): 15 of the compounds above.
SMILES,SK-MEL-2,UACC-62,MALME-3M,SK-MEL-5,MDA-MB-435,M14,UACC-257,SK-MEL-28
CCOC(=O)NNc1cccc(Cl)c1,116,84,94,101,107,104,103,109
O=C1OC(O)c2cccc3cccc1c23 (centres undefined),91&114,106&100,92&107,106&106,109&103,100&110,94&101,100&96
CCCc1ccc(-c2cc(/C=N\O)no2)cc1,100,95,85,97,97,96,94,105
N=S(=O)(NC(=O)c1ccc(Cl)cc1)c1ccc(Cl)cc1 (centres undefined),120,105,·,102,86,106,95,101
N=C(N)c1ccc(-c2ccc(-c3ccc(F)cc3)s2)nc1,101,96,90,77,70,76,93,102
c1ccc(-c2noc(CSc3nc4ccccc4s3)n2)cc1,100,87,96,100,102,96,107,101
CN1C(=O)/C(=C/c2ccc(C(=O)O)cc2)S/C1=N/c1nccs1,109,89,114,89,101,118,114,109
C=CCSc1nnc(-c2ccc(-c3nc4ccccc4[nH]3)cc2)o1,95,74,77,51,79,74,88,86
NS(=O)(=O)c1ccc(C(=O)N=Nc2c(O)[nH]c3ccc(F)cc23)cc1,102,104,99,102,101,99,102,102
CCCCCCCCCCCCCCCC(=O)OCCCCCCCCCC,133,116,119,114,107,116,113,118
Cc1nnc(-c2ccc3c(c2)nc(/C=C/c2ccccc2)n3C2CCCCC2)o1,82,62,95,71,84,74,77,72
COc1ccccc1C1CC(c2ccccc2)=NN1C(=O)c1ccc(S(N)(=O)=O)cc1 (centres undefined),99,87,93,98,101,91,103,104
COc1cccc(CCC(=O)c2cc3c(N)c(C(=O)Nc4cccc(Cl)c4C)sc3nc2C)c1,37,27,41,3.6*,-55*,16,65,45
COc1cc(Cn2cc(C(=O)Nc3cccnc3Nc3ccc(F)cc3)nn2)cc(OC)c1OC,119,93,112,97,104,106,97,118
C[C@@H](NC(=O)[C@@H](CC(=O)N1CCC(N2CCCCC2)CC1)N1C(=O)[C@@H](N2C(=O)OC[C@@H]2c2ccccc2)[C@H]1/C=C/c1cccc(Cl)c1)c1ccccc1,97,89,-34*,-89*,1.1*,-47*,57,-29*

# Further records follow.
SMILES,SK-MEL-2,UACC-62,MALME-3M,SK-MEL-5,MDA-MB-435,M14,UACC-257,SK-MEL-28
CCOC(=O)/C=C/c1ccco1,·,105,106,106,114,126,·,127
OC1COC(c2ccccc2)OC1C1OC(c2ccccc2)OC2COC(c3ccccc3)OC21 (centres undefined),68,98,101,104,105,97,107,104
CC1SC(c2c(Cl)cccc2Cl)N(NC(=O)c2[nH]c3ccc(F)cc3c2-c2ccccc2)C1=O (centres undefined),72,75,2.0*,55,62,63,94,71
COc1cc(C)c(CCC2(C)C=Cc3cc(O)ccc3O2)c(C)c1C (centres undefined),95,·,121,99,103,91,·,·
O=C1/C=C/[C@@H](O)[C@@H]2C[C@@H](O)C[C@H]2/C=C/CCC[C@H](CCO)O1,-20*,25,-11*,-95*,10.0*,12,27,-3.5*
O=C(O)/C=C\C(=O)Nc1cccc(Cl)c1,94,97,106,105,107,112,107,106
O=C(Nc1sc2c(c1C(=O)O)CCCC2)c1ccccc1,129,76,96,101,104,106,114,106
Nc1nc(Sc2ccccc2)c2cc[nH]c(=O)c2n1,115,112,122,107,108,106,121,129
N#CCCN1CCN(CCC#N)C1=S,93,91,·,110,106,97,100,122
COc1cc(/C=C/C(=O)c2ccc(S(=O)(=O)NCCNc3nc(N(C)C)nc(N4CCOCC4)n3)cc2)cc(OC)c1OC,81,-22*,41,19,-56*,-55*,-27*,-100*
COc1ccc(NC(=O)CSc2nnc(-c3ccc4nc(-c5cc(OC)c(OC)c(OC)c5)[nH]c4c3)o2)cc1,108,96,105,85,97,107,114,100
Cc1cc(I)nc2ccccc12,110,117,114,104,112,111,119,112
NC(N)=NNS(=O)(=O)c1ccc(Nc2ncnc3ccc(NC(=O)c4cccs4)cc23)cc1,95,92,81,97,96,101,99,103
CC(=O)O[C@H]1CC[C@@]2(C)[C@@H](CC[C@@H]3[C@@H]2CC(=O)[C@@]2(C)[C@H]3C[C@@H](C3CCCC3=O)[C@@H]2C(C)=O)C1 (some centres undefined),111,92,·,108,118,98,109,113
C=C(C=O)[C@@H]1CC[C@]2(COC(C)=O)CC[C@]3(C)C(CC[C@@H]4[C@@]5(C)CC[C@H](OC(C)=O)C(C)(C)[C@@H]5CC[C@]43C)[C@@H]12 (some centres undefined),-28*,-16*,-65*,-97*,-14*,·,-17*,-43*
O=S(=O)(OCCOS(=O)(=O)c1ccc(F)cc1)c1ccc(F)cc1,82,84,91,94,105,76,102,99
CC(C)(C)c1ccc(S(=O)(=O)Oc2ccc(NC(=O)C3CCCC3)cc2)cc1,94,81,83,82,95,100,83,96
Cc1ccc(CN2C(=O)C3(NCCc4cc(O)ccc43)c3cc(Cl)ccc32)cc1 (centres undefined),120,89,93,98,99,105,101,103
CC1CO/C(=C2\C(=O)OCC2C)C1 (centres undefined),108,108,·,110,103,110,92,102
Nc1nc(N)nc(-c2cc(Br)cc(Br)c2O)n1,109,96,115,95,113,101,98,113
O=S(=O)(Nc1nnc(-c2ccncc2)s1)c1ccccc1,·,107,97,99,98,98,103,100
COc1ccc(C(=O)/C=C/c2cc(-c3ccc4c(c3)OCO4)n[nH]2)c(F)c1,102,95,95,100,98,97,110,112
CCC1(C)C(C#N)C(=O)NC(=O)C1C#N (centres undefined),116&90,110&108,108&103,112&111,101,110&107,91&110,104&104
O=C(NCCCO)NCN1C(=O)c2cccc3cccc(c23)C1=O,100,100,103,100,108,98,102,109
Cc1c(O)c(=O)ccn1-c1nc2ccccc2s1,91,98,97,96,100,84,90,107
O=c1nccc(SCc2ccc(Cl)cc2Cl)[nH]1,96,78,84,98,91,96,89,105
NC(=O)C(Cc1cc(I)c(O)c(I)c1)NC(=O)c1ccccc1 (centres undefined),119,98,111,97,98,107,95,105
O=C(CC(SCc1ccccc1)c1ccccc1)c1ccccc1 (centres undefined),120,85,99,97,85,87,111,105
CN(Cc1ccccc1)C1=CC(=O)C(N(C)Cc2ccccc2)=CC1=O,109,104,133,95,113,110,108,109
Cc1cc(Cl)ccc1NCN1C(=O)c2ccccc2C1=O,99,102,94,99,96,108,85,116
Cc1ccc2nc(-c3c(-c4ccc(F)cc4)nc4ncccn34)[nH]c2c1,117,94,111,94,92,90,103,107
CC(C)CCN1C(=O)CC(NNC(=O)c2cc3ccccc3cc2O)C1=O (centres undefined),44,92,92,70,76,73,·,98
CCSC1=NC2C(N(C)C(=O)N2C)N1/N=C/C=C/c1ccccc1[N+](=O)[O-] (centres undefined),95,92,90,97,95,105,91,97
COc1ccc(OC)c(-c2nc(SCC(=O)c3ccccc3)nc(Nc3ccc(S(N)(=O)=O)cc3)c2C#N)c1,101,95,93,94,92,105,109,97
